# CHO parental Ca: counter-screen: ATP calcium response change in parental CHO cells. parental CHO-K1, ATP-induced calcium, Fluo-8 fluorescence. inhibition, % at 5.6 µM. 0.63% of 330,000 active. AID 463079;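 active means inhibition above that plate's mean sample inhibition plus 3 SD, cut at about 26% in these data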;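 further: 0% = ATP-challenged DMSO wells and 100% = DMSO wells without ATP; some compounds past the cut are filed as inactive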
#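 Material – parental CHO cells · Reagent – ATP stimulus · Compound – single nominal dose of 5.6 µM per compound · Detection – Fluo-8 fluorescence · Read-out basis – percent inhibition of calcium signal · Controls – ATP-challenged DMSO wells low, unchallenged DMSO wells high · Repeats – no replicates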
# TAAR1 antagonist: antagonists of human TAAR1; Q96RJ0; CHO RD-HGA16 TAAR1, Fluo-8 calcium fluorescence, antagonist; inhibition, % at 3 µM; 1.5% of 360,000 active;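 active means inhibition above a per-plate cutoff, the mean inhibition of test compounds on that plate plus 3 SD, cut at about 49% in these data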;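 further: 0% = DMSO plus EC80 beta-PEA response and 100% = DMSO alone without agonist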
# Target sequence (Q96RJ0 whole entry, looked up): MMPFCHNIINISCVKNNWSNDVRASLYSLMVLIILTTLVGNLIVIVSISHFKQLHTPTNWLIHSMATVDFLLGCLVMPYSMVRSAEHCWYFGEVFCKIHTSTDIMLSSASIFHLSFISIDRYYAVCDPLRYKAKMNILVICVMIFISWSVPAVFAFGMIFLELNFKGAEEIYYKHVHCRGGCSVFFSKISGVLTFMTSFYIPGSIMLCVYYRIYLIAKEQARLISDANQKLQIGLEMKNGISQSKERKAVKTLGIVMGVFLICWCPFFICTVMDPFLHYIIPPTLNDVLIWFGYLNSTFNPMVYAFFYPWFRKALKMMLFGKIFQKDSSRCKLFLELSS
#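 Assay system: RD-HGA16 CHO cells with stable hTAAR1 and Gα16 / Reagent: EC80 β-phenethylamine stimulus / Doses: 3 µM, single point / Timing: dye loading 75 min at 37 °C, then 30 min room temperature / Measured by: Fluo-8 intracellular calcium dye fluorescence, real-time kinetic reads / Controls: vehicle wells and EC80 agonist wells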
# M1 PAM parental: nonselective activator or artifact in parental CHO-K1 calcium assay; ATP EC20, Fluo-8 calcium fluorescence; 0% at ATP EC20, 100% at ATP max; activation, % at 3 µM; 0.02% of 360,000 active; AID 602247;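 active means activation above the run cutoff, the mean activation of all test compounds plus 3 SD, cut at about 40% in these data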;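 further: peak over basal fluorescence ratio in a 140 s read after ATP addition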
# CHO-K1 Ca antag: M1 antagonist counterscreen hit in parental CHO-K1 cells | ATP-induced calcium, Fluo-8 fluorescence | inhibition, % at 3 µM | 0.6% of 360,000 active | AID 602250;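 active means inhibition above a per-plate cutoff, the plate's mean sample inhibition plus 3 SD, cut at about 24% in these data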;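 further: 0% = DMSO plus EC80 ATP and 100% = DMSO alone without ATP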
# V1R ag counter: activates human V1a receptor in oxytocin agonist counter-screen; P37288; CHO-V1R cells, Fluo-8 calcium fluorescence, agonist mode; 0% DMSO, 100% 3 nM vasopressin; activation, % at 3 µM; 0.25% of 320,000 active; AID 2797;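 active means activation above the mean activation of all tested compounds plus 3 SD, per screening run, cut at about 20% in these data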;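 further: signal is peak over basal fluorescence ratio across a 100 second FLIPR read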
# CHO-K1 Ca ag: counter-screen for M1 agonists: effect in parental CHO-K1 cells; 0.48% of 360,000 active; Fluo-8 calcium fluorescence; scaled to maximal ATP response, vehicle zero; activation, % at 3 µM; in the data active means activation above about 15%;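 further: untransfected CHO-K1 host cells lacking M1 receptor as counterscreen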
# TAAR1 ag: agonists of human TAAR1 | Q96RJ0 | CHO RD-HGA16 TAAR1, Fluo-8 calcium fluorescence; vehicle wells 0%, saturating PEA agonist 100% | activation, % at 3 µM | 0.99% of 360,000 active | AID 624467;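 active means activation above the mean activation of all test compounds in the run plus 3 SD, cut at about 38% in these data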
#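 Assay system: CHO-derived RD-HGA16 cells with stable Gα16 and human TAAR1; timing: 17-24 h seeding, 75 min 37 °C dye, 30 min RT; read-out: % activation from peak over basal fluorescence ratio, DMSO-to-PEA scaled; measured by: kinetic Fluo-8 calcium fluorescence; benchmarks: low control DMSO, high control PEA (EC100); doses: 3 µM single concentration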
# OXTR potentiate: human OXTR potentiation; CHO-OTR cells, Fluo-8 calcium fluorescence, potentiator mode; 0% = oxytocin EC15, 100% = EC100; P30559; 0.061% of 320,000 active; activation, % at 3 µM;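 active means activation above that plate's cutoff, the mean activation of tested compounds plus 3 SD, cut at about 6.6% in these data, passing the limit was not always enough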;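 further: 100% uses oxytocin at 75 nM as the full agonist control; some results filed as inactive read as strong as hits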
#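 Measured by – Fluo-8 calcium dye fluorescence · Test system – human OTR in CHO cells · Dosing – one concentration, 3.0 µM compound · Controls – EC15 oxytocin alone as 0%, 75 nM oxytocin as 100% · Evaluation – normalized max/min fluorescence ratio, % activation · Timing – 6 min pre-incubation, 100 s read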
# CHRM1 agonist: human M1 muscarinic receptor agonism. P11229. 0.33% of 360,000 active. activation, % at 3 µM. AID 588814. CHO-K1 hM1, Fluo-8 calcium fluorescence, agonist mode; 0% DMSO, 100% acetylcholine EC100;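 active means activation above the run's mean compound activation plus 3 SD, cut at about 16% in these data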;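 further: peak over basal fluorescence ratio within a 140 s kinetic read after compound addition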
# Target sequence (P11229 whole entry, looked up): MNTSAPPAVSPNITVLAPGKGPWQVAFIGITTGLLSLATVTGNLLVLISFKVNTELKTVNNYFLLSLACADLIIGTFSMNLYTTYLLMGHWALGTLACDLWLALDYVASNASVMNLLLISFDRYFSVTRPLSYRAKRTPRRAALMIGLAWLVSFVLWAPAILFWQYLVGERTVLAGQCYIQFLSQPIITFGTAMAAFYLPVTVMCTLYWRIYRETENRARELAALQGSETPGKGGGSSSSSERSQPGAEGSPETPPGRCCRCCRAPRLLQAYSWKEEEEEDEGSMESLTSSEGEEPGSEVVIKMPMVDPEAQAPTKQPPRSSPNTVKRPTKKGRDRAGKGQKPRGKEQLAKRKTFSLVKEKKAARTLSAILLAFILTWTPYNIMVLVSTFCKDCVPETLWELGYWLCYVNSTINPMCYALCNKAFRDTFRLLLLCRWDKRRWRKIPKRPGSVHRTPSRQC
# Active calls of the source: *; · = not tested or not shown.
no.	Molecule	CHO parental Ca	TAAR1 antagonist	M1 PAM parental	CHO-K1 Ca antag	V1R ag counter	CHO-K1 Ca ag	TAAR1 ag	OXTR potentiate	CHRM1 agonist
1	O=C(NCCc1ccc(Cl)cc1)C1(c2ccccc2)CC1	-9	-3	8	-4	-0.9	-0.4	4	-13	0
2	Cc1cc(NC(=O)c2cc3n(n2)C(C(F)(F)F)CC(c2ccco2)N3)n(-c2ccccc2)n1 (configuration not stated)	-25	23	-2	9	-1.1	2.0	5	-30	-3
3	CCOC(=O)[C@]12CCCC=C1N(Cc1ccc3c(c1)OCO3)C(=O)[C@H](CC(=O)N1CCCC1)C2	·	-23	15	-14	·	2.5	3	·	·
4	O=C(c1cc2c(s1)-c1ccccc1S(=O)(=O)C2)N1CCN(Cc2ccccc2)CC1	1	51*	14	-1	11	8.3	13	-11	1
5	Cc1cc2cc(CN(Cc3cccs3)C(c3nnnn3C(C)(C)C)C(C)C)c3nnnn3c2cc1C (configuration not stated)	·	5	-8	22	·	0.1	0	·	-1
6	C=CCn1c(SCC(=O)Nc2cccc(S(N)(=O)=O)c2)nnc1C1CCCCC1	4	-2	0	-25	0.7	0.1	4	9	-4
7	CC(=O)Nc1ccccc1OCC(=O)N(Cc1ccccc1)C(C)C	-6	2	23	-8	0.0	0.2	3	6	-4
8	Nc1ccc(C(=O)NN2C(=O)[C@H](Cl)C2c2ccc(Cl)cc2)cc1 (some centres not stated)	·	33	11	-15	·	0.7	5	·	-1
9	CN(C(=O)CSc1nnc(-c2cccnc2)o1)C1CCCCC1	1	7	-10	-11	-0.1	0.1	2	-5	-4
10	O=C(NCc1ccccc1)C1CCN(S(=O)(=O)N2CCCCCC2)CC1	-5	11	-9	-1	0.5	1.0	6	-8	0
11	CCCCC[C@@H](/C=C/C1C(=O)C=C[C@H]1C/C=C\CCCC(=O)OC)OC(C)=O (some centres not stated)	·	50*	11	-8	·	3.9	4	·	-7
12	Cc1cccc(CN2CCc3c([nH]c4ccccc34)C2CC(C)C)n1 (configuration not stated)	-23	1	-11	-5	0.0	0.9	0	1	-9
13	COc1cc(C(=O)Nc2cccc(-c3nc4ncccc4o3)c2C)cc(OC)c1OC	-2	3	14	-1	0.3	0.4	8	-9	-1
14	O=C(CCNC(=O)c1ccc([N+](=O)[O-])cc1)NCCc1ccccc1	-18	14	12	2	0.3	-0.4	4	1	-5
15	C#CCN(CC=C)C(=O)c1cccc(OC2CCN(S(C)(=O)=O)CC2)c1	-5	-5	11	-2	1.1	0.4	2	-3	-2
16	Cc1ccc(NC(=O)CNCc2ccccc2Cl)cc1S(=O)(=O)N(C)C	-22	3	11	-4	4.2	9.4	4	-21	0
17	COc1ccc(-n2c(O)c(C=NCc3ccccn3)c3ccccc3c2=O)c(OC)c1	-23	-7	3	-5	2.4	0.4	1	6	1
18	CN(CCc1ccccc1)C(=O)c1cccc(NC(=O)Cc2cccc([N+](=O)[O-])c2)c1	-5	32	5	-15	5.6	9.5	18	-4	-3
19	CCc1nc(Nc2ccc3nccnc3c2)c2oc3ccccc3c2n1	-28	14	4	-17	-0.5	0.4	13	1	-8
20	Cc1nc(SCC(=O)NCC2CCCO2)c2c3c(sc2n1)CCCC3 (configuration not stated)	-6	-10	2	-10	0.6	0.7	0	-6	-10
21	CNC(=O)c1cc(C(=O)c2ccc(C(F)(F)F)cc2F)c[nH]1	-2	-4	1	-3	3.7	0.6	9	-7	-6
22	Cc1ccc(CSc2nnc(SCC(=O)N/N=C/c3c(C)nn(-c4ccccc4)c3C)s2)cc1	-8	40	18	-9	0.4	2.5	3	-16	-5
23	CC1CN(c2ccc([N+](=O)[O-])c(NCCOc3ccccc3)c2)CCN1 (configuration not stated)	-6	9	25	-12	1.7	4.9	16	-13	-6
24	Cc1nn(C)c(C)c1CN(C)C(=O)c1nn2c(c1Br)NC(c1cccs1)CC2C(F)(F)F (configuration not stated)	-12	-16	8	0	1.4	1.9	4	-2	-8
25	Brc1cccc(/C=N/Nc2nn[nH]n2)c1	-4	15	0	-2	-0.1	0.0	10	4	-7
26	CC12c3ccccc3C(c3ccccc31)C1C(=O)N(Cc3cccnc3)C(=O)[C@H]12 (some centres not stated)	-9	-6	20	-7	1.1	1.7	0	-4	-2
27	O=C(Nc1cccc([N+](=O)[O-])c1)C1CCN(C(=O)Cc2ccccc2)CC1	-3	1	-17	4	4.1	1.5	2	-6	-4
28	C=CCN1C(=O)C(Cc2ccccc2)S/C1=N/N=C/c1cccs1 (configuration not stated)	2	30	-3	11	2.6	-0.3	12	-11	-4
29	CCCn1c(-c2cc(OC)c(OC)c(OC)c2)nc2c1c(=O)[nH]c(=O)n2Cc1ccccc1	-25	-7	-4	-10	0.2	-0.2	-1	6	-4
30	CCCCN1C(=S)NC[C@@H]1C(C)CC (some centres not stated)	-2	10	9	-15	-1.8	1.3	10	-7	-7

# Copied from the listing (3 entries):
no.	Molecule	CHO parental Ca	TAAR1 antagonist	M1 PAM parental	CHO-K1 Ca antag	V1R ag counter	CHO-K1 Ca ag	TAAR1 ag	OXTR potentiate	CHRM1 agonist
16	Cc1ccc(NC(=O)CNCc2ccccc2Cl)cc1S(=O)(=O)N(C)C	-22	3	11	-4	4.2	9.4	4	-21	0
17	COc1ccc(-n2c(O)c(C=NCc3ccccn3)c3ccccc3c2=O)c(OC)c1	-23	-7	3	-5	2.4	0.4	1	6	1
18	CN(CCc1ccccc1)C(=O)c1cccc(NC(=O)Cc2cccc([N+](=O)[O-])c2)c1	-5	32	5	-15	5.6	9.5	18	-4	-3

# Additional records follow.
no.	Molecule	CHO parental Ca	TAAR1 antagonist	M1 PAM parental	CHO-K1 Ca antag	V1R ag counter	CHO-K1 Ca ag	TAAR1 ag	OXTR potentiate	CHRM1 agonist
31	COC(=O)c1ccc(COC(=O)c2nn(C)c(=O)c3ccccc23)cc1	5	14	5	-9	11	10	6	-11	0
32	C=CCn1c(-c2c[nH]c3ccccc23)n[nH]c1=S	12	4	-3	8	0.5	-0.1	5	-18	-4
33	CC(C)C[C@@]12C(=O)N(c3ccc(Br)cc3)C(=O)N1[C@H](c1ccc(Br)cc1)[C@@H]1C(=O)N(C(C)(C)C)C(=O)[C@@H]12	-44	-9	16	-4	1.3	-0.2	3	0	0
34	Cc1ccc(S(=O)(=O)NCC[C@@]2(C)C3CCC2(C)C(=O)C3)cc1 (some centres not stated)	-9	-18	-10	4	-0.8	0.3	-1	3	-5
35	O=C(NCc1ccco1)C1CCCN1C(=O)Nc1ccccc1[N+](=O)[O-] (configuration not stated)	-16	-9	-15	-3	-0.5	-0.2	2	-4	-1
36	CCNC(=S)Nc1cccc(S(=O)(=O)Nc2ccccc2OC)c1	14	-24	20	-11	5.0	5.0	4	-26	2
37	COc1ccc2c(c1)c(CC(=O)OCC(=O)N(C)C)c(C)n2C(=O)c1ccc(Cl)cc1	-13	-4	19	-15	1.5	2.5	7	-29	0
38	COc1ccc(CCNC(=O)COC(=O)/C=C/c2ccc(OC)c(OC)c2)cc1	-16	12	5	0	0.7	3.0	7	-9	-6
39	O=C(NCC1CCCO1)c1ccc(N2CCCCC2)nc1 (configuration not stated)	-10	1	-3	3	1.0	0.1	6	2	-4
40	Cc1cccc(C(=O)Nc2ccc(C(=O)N/N=C/c3ccc(C)o3)cc2)c1	0	17	-7	-10	4.2	2.9	4	-10	-2
41	CCC[n+]1c(C)sc2c(OC)ccc(OC)c21	-24	-21	5	-5	-0.4	0.3	6	5	-4
42	C[C@@H]1CN([C@@H](C)CO)S(=O)(=O)c2ccc(Br)cc2O[C@H]1CN(C)C(=O)C1CCOCC1	·	20	-5	3	·	2.4	7	·	2
43	COc1cccc(-n2nnc3c(=O)n(CC(=O)NC4CCCC4)cnc32)c1	5	·	24	-14	-0.2	0.8	·	-7	-6
44	CCCCN(C(=O)CN(C)CC(=O)Nc1cccc(OC)c1)c1c(N)n(CCCC)c(=O)[nH]c1=O	-5	7	1	-2	0.1	-0.2	-1	3	-3
45	COc1ccc(-n2c(C)nc3c(cnn3-c3ccc(C)c(C)c3)c2=O)cc1	2	-28	-1	8	4.1	0.2	-1	-10	-1
46	Cc1c(Cl)c(C(F)(F)F)nn1CC(=O)NCc1ccco1	9	8	4	-3	0.0	0.4	-1	-12	-2
47	O=C(NNS(=O)(=O)c1ccccc1F)c1ccccc1-n1cccc1	1	2	10	-7	-0.4	0.3	0	1	-1
48	Cc1ccccc1C(=O)Nc1nc(=S)ss1	-8	-1	19	-20	2.0	0.4	8	-1	-2
49	CCCCSc1nnc(-c2ccc(C)cc2)o1	-10	6	-13	19	-0.5	-0.1	2	-5	-3
50	CCN(CC)c1ccc2cc(NC(=O)CCC(=O)O)c(=O)oc2c1	-6	-2	7	-13	3.7	1.4	3	-6	-5
51	Cc1ccc2oc(C(=O)N3CCC(N4CCSCC4)CC3)c(C)c2c1	-11	-11	9	-5	-0.2	0.4	4	-15	-3
52	CCOc1ccc(N(CC(=O)NC2CCC(C)CC2)S(=O)(=O)c2c(C)noc2C)cc1 (configuration not stated)	-26	-50	12	-5	-1.2	-0.7	-4	-5	-3
53	CNC(=O)c1nc(C)c(C2(C)CC(c3ccccc3)=NO2)s1 (configuration not stated)	-7	0	0	-11	0.5	-0.1	6	-12	-2
54	CCN(Cc1ccc2c(c1)OCCO2)C(=O)CSc1nc(C)nc2sc(C)c(C)c12	-19	59*	12	-18	5.1	3.2	4	-10	-4
55	CC1CCCC(C)N1Cc1cn2ccccc2n1 (configuration not stated)	3	-4	23	-13	-0.1	1.5	7	-5	-9
56	Cc1nn(-c2ccccc2)c(C)c1C(=O)OCC(=O)Nc1ccc2c(c1)OCO2	-11	-21	17	-2	1.3	2.1	0	-13	-4
57	Cc1cccc(NC(=O)CSCC(=O)N2CCN(c3cccc(C(F)(F)F)c3)CC2)c1	-24	-29	14	-19	4.8	3.6	11	-4	-1
58	CC(=O)C1=C(C)OC(N)=C(C#N)C1c1cc2cccc(C)c2nc1Cl (configuration not stated)	-1	1	12	4	-0.1	0.7	2	-2	-5
59	COc1ccc(C(=O)OCC(=O)NC2CCCCCC2)c(OC)c1	·	-10	-10	1	·	0.1	1	·	-2
60	CN(C(=O)Cn1cc(C(F)(F)F)ccc1=O)c1c(N)n(Cc2ccccc2)c(=O)[nH]c1=O	20	-5	-16	2	0.7	-0.1	2	4	-2
61	CCOc1ccc(CCNC(=O)CCN2C(=O)COc3ccccc32)cc1OCC	-18	-15	23	-12	0.4	2.2	2	8	-6
